# ERK EGF inh: blocks ERK signaling stimulated by EGF; HEK293-V1b, EGF-stimulated phospho-ERK AlphaScreen; Potency, µM (series often up to 11.5 µM), without a hit: top-dose activity change, negative = inhibition, hits mostly inhibitors; actives 0.41% (n = 130,000); active means well fitted inhibition curve with a large enough effect; inconclusive means small, poorly fitted or top-dose-only effect, or effect the other way;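 further: plate controls were stimulated vehicle wells for no effect and unstimulated vehicle basal for full effect; nearly all actives have a fitted effect of over 55% in size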
#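 Stably V1b-transfected HEK293 cells; 30 min compound, then EGF 25 nM final for 5 min at 37C; 10 min lysis; phospho-ERK by AlphaScreen after 5 hr beads at room temperature.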
# Starred values were filed as active, the others as inactive; ? = inconclusive; [ ] = remark or other dose. Potency means the concentration at half of the fitted maximal effect. Some of the compounds tested; the hit share may differ from the screen's.
SMILES | ERK EGF inh
CCc1cccc(NC(=S)N(CCOC)C(C)c2ccco2)c1 (stereo not drawn) | -11.8%[57.5 µM]
COc1ccc(C(=O)CN2C(=O)COc3ccccc32)cc1 | -7.2%
CCc1ccc(NC(=O)NCCN2CCc3ccccc3C2)cc1 | -2.9%
O=Cc1c(N2CCOCC2)nc2ccccn2c1=O | 4.2%
N#C/C(=N\Nc1cccc2ccccc12)c1nnc2n1CCCCC2 | 7.2%
Cc1ccc(C)c(NC(=O)C(=O)NCCc2c[nH]c3ccccc23)c1 | 5.4%
C/C(=C\CNc1ncnc2nc[nH]c12)CO | -3.5%
OCCNc1nc(Nc2ccc(O)cc2)nc2ccccc12 | 2.0%[57.5 µM]
CC(=O)NC(CSC(CC(=O)c1ccco1)c1ccc(C)cc1)C(=O)O (stereo not drawn) | 2.0%
OCCC1CN(Cc2cccc(C(F)(F)F)c2)CCN1Cc1ccccc1 (stereo not drawn) | -10.2%[57.5 µM]
CC1CN(S(=O)(=O)c2ccc(C(=O)Nc3nc(-c4cc5ccccc5o4)cs3)cc2)CC(C)O1 (stereo not drawn) | 2.2%
CCCn1c(N2CCN(C(=O)NCc3ccccc3)CC2)nc2ccccc21 | -1.5%[57.5 µM]
CCCCN(CCCC)NC(=O)c1ccccc1 | -9.5%
COc1cc(Nc2ccc(C(=O)O)cc2[N+](=O)[O-])cc(OC)c1 | -7.5%
Cc1ccc(C)c(OCCSc2nnc(-c3cccnc3)n2N)c1 | 8.1%
CC(C)(C)c1ccc(C(=O)C2CCCN(C(=O)C3CCOCC3)C2)cc1 (stereo not drawn) | 4.4%
Cc1ccccc1Nc1scc(-c2ccc(Cl)cc2)[n+]1-c1ccccc1C | ?
O=C(Nc1cc2c(cc1Br)OCCCO2)c1ccccc1 | 8.6%
Nn1c(=O)[nH]c2ccccc2c1=O | -10.7%[57.5 µM]
CCCCOc1ccc(C2C(C(=O)c3ccc(C)o3)=C(O)C(=O)N2CC2CCCO2)cc1 (stereo not drawn) | -3.2%
COCCN1C=C2C(=O)C(C)(OC(=O)C3CCCC3)C(=O)C=C2C=C1c1ccsc1 (stereo not drawn) | 3.3%[57.5 µM]
N#CCCn1c(=O)c(-c2ccccc2)nc2cnc(OCc3ccccc3)nc21 | 11.5%
COC(=O)c1nn(-c2ccc(Oc3ccccc3)cc2)c(=O)cc1O | -2.4%
CCCS(=O)(=O)Nc1cccc(-c2nc3cccnc3s2)c1 | -1.2%[57.5 µM]
CS(=O)(=O)N(CC(=O)NCc1ccc(Cl)cc1)C1CCCCC1 | -2.6%
COc1ccc(/C=C/C(=O)N(C)c2ccccc2C(=O)O)cc1 | -8.8%
CC(C)(C)c1cc(-c2ccccc2)n[nH]1 | -11.3%[57.5 µM]
Cc1nn(-c2ccccc2)c2c1C(c1ccc([N+](=O)[O-])cc1)C(C#N)=C(N)O2 (stereo not drawn) | 3.1%[57.5 µM]
O=C(C1=C[C@H](C2CC2)C[C@H](OCc2ccc(CO)cc2)O1)N1CCN(Cc2ccc3c(c2)OCO3)CC1 | -5.1%[57.5 µM]
Cc1ccc(NC(=O)Nc2ccccc2CC[N+](=O)[O-])cc1 | -0.8%

# Some of the entries so far, field by field.
COc1ccc(/C=C/C(=O)N(C)c2ccccc2C(=O)O)cc1
  ERK EGF inh: -8.8%

CC(C)(C)c1cc(-c2ccccc2)n[nH]1
  ERK EGF inh: -11.3%[57.5 µM]

Cc1nn(-c2ccccc2)c2c1C(c1ccc([N+](=O)[O-])cc1)C(C#N)=C(N)O2 (stereo not drawn)
  ERK EGF inh: 3.1%[57.5 µM]

O=C(C1=C[C@H](C2CC2)C[C@H](OCc2ccc(CO)cc2)O1)N1CCN(Cc2ccc3c(c2)OCO3)CC1
  ERK EGF inh: -5.1%[57.5 µM]

# Additional results:
SMILES | ERK EGF inh
CCCCCCCCCCCCCCCCn1cc[n+](C)c1 | ?
CCS(=O)(=O)N1CCN(c2cnn(-c3ccccc3)c(=O)c2Cl)CC1 | -6.3%
CC(C)(C)Nc1oc(-c2ccccc2)nc1-c1ccc(C(F)(F)F)cc1 | -6.5%
O=C(Nc1nc(-c2ccccn2)cs1)c1cc(Cl)ccc1[N+](=O)[O-] | -0.8%
COc1ccc2nc(NC(=O)CSc3nnc(C)n3N)sc2c1 | 7.2%[57.5 µM]
O=C(N/N=C/c1ccncc1)NC1CCCCC1 | -3.1%
COC(=O)c1ccccc1NC(=O)C(C)c1ccc([N+](=O)[O-])cc1 (stereo not drawn) | 5.3%
O=C(NCc1ccco1)c1nc2c(nnn2Cc2ccccc2Cl)c(=O)[nH]1 | 4.6%
Cc1cnc([N+](=O)[O-])n1CCOC(=O)NC(=O)c1ccccc1 | 0.3%
Cc1ccsc1/C=C(\C#N)C(=O)NCc1cccnc1 | 6.4%
COC(=O)[C@H](Cc1ccccc1)NC(=O)N1CCN(c2ccccc2)CC1 | -24.0%[57.5 µM]
N#Cc1ccc(-c2ccc(OCC(O)CN3CCOCC3)cc2)cc1 (stereo not drawn) | -7.9%
COc1ccc(N(C(=O)C2CCCCC2)S(=O)(=O)c2cccc3cccnc23)cc1 | -0.5%
CCOC(=O)C1C(=O)OC(C)(C)C1C(C)C(=O)c1ccc(C)cc1 (stereo not drawn) | 6.9%[57.5 µM]
O=C(C1=C[C@H](C2CCCCC2)C[C@H](OCCCCO)O1)N1CCN(Cc2ccccc2)CC1 | -5.5%[57.5 µM]
CCCCOc1ccc(C2=NNC(=O)CC2)cc1 | 2.3%
CC12CCC3c4ccc(OCc5ccccc5)cc4CCC3C1CC(O)C2O (stereo not drawn) | ?
Cc1cccc(NC(=O)Nc2ccc(S(N)(=O)=O)cc2)c1 | -6.5%[57.5 µM]
Cc1ccc(NC(=S)N2CCN(c3ncccn3)CC2)cc1C | -0.1%
CCC(C(=O)c1ccccc1)P(=O)(NN)c1ccccc1 (stereo not drawn) | -13.3%[57.5 µM]
Cn1c(=O)c2c(nc(Cc3ccc(N)cc3)n2C)n(C)c1=O | -5.5%[57.5 µM]
CCOc1ccc(NC(=O)c2ccc(CC)s2)c([N+](=O)[O-])c1 | -2.4%
O=C1CCC(=O)N1OCCOc1ccccc1 | 4.4%
CCOCCCNCc1ccc(OCC(=O)N2CCOCC2)c(OC)c1 | ?
CN1CCN(Cc2cc(Cl)c3cccnc3c2OC(=O)c2cccs2)CC1 | 7.1%
CC1(C)CC(=O)C(C(=S)Nc2ccccc2)=C(NC2CC(C)(C)NC(C)(C)C2)C1 | -2.9%
Cc1[nH]nc(Nc2ccc(C(C)C)cc2)c1[N+](=O)[O-] | ?
COc1cccc(CN2CCN(C3CCN(c4ccccc4C)CC3)CC2CCO)c1 (stereo not drawn) | -5.1%
COc1cc([N+](=O)[O-])ccc1NC(=O)CC1SC(=Nc2ccc(F)cc2)N(CCC2=CCCCC2)C1=O (stereo not drawn) | 1.0%
CC(C)(C)c1ccc(/C=N/Nc2ccc(C(=O)O)cc2)cc1 | -1.3%
C[N+](C)(C)c1ccc(/C=N/Nc2nc(Cl)c(C#N)c(Cl)c2Cl)cc1 | -2.5%
Cc1ccc(C(=O)CN2C(=O)c3ccccc3S2(=O)=O)cc1 | -10.5%[57.5 µM]
COCC(C)NCc1cccc2ccccc12 (stereo not drawn) | -2.2%
N#Cc1ccccc1NC(=O)COc1c(Br)cc(Br)c2cccnc12 | 6.7%
Cn1c(=O)n(C)c2cc(NC(=O)c3ccccc3[N+](=O)[O-])c(Br)cc21 | 14.9%
O=C(O)C(c1ccccc1)N1C(=O)/C(=C/c2cccs2)SC1=S (stereo not drawn) | 4.6%[57.5 µM]
COc1ccccc1NC(=O)Nc1cccc(NC(C)=O)c1 | 0.5%[57.5 µM]
COc1cc(S(=O)(=O)Nc2ccc(C)cc2)ccc1N=Cc1c(C)[nH]n(-c2ccccc2)c1=O | 5.2%
COC(=O)[C@@]1(Cc2ccccc2)[C@H]2c3cc(C(=O)N4CCCC4)n(CC4CC4)c3C[C@H]2CN1C(=O)c1ccccc1 | -0.1%
CCN(Cc1ccncc1)C(=O)CC1C(=O)NCCN1Cc1ccc(F)c(F)c1 (stereo not drawn) | -22.2%[57.5 µM]
Cc1cccc(-n2c(SCC(=O)NCc3ccc4c(c3)OCO4)nc3ccccc3c2=O)c1 | -9.4%
CCC(=O)c1ccc(N2CCCCC2)c(F)c1 | -10.4%
CN1/C(=C\C=N\NC(=O)c2ccccc2Br)C(C)(C)c2ccccc21 | ?
CC1CN(C)C(C)c2c1oc1ccc(N)cc21 (stereo not drawn) | 5.4%
COC(=O)c1ccc(COc2ccc(/C=N/NC(N)=S)cc2)o1 | 5.1%[57.5 µM]
Fc1ccc(-c2cc(-c3ccccc3)nc(-n3cccn3)n2)cc1 | ?
COc1ccc(Cl)cc1NC(=O)Cc1c(F)cccc1Cl | 3.5%
C[C@H](NS(=O)(=O)c1ccc(Cl)cc1)C(=O)OCC(=O)NC(=O)Nc1ccc2c(c1)OCCO2 | -5.6%
c1ccc2nc3c(cc2c1)CCCCC3 | 1.5%[57.5 µM]
O=C(O)c1ccccc1NC(=S)NC(=O)c1cccc2ccccc12 | -8.7%
COC(=O)c1sccc1NC(=S)N(C)C1CCCCC1 | -2.9%
O=C(CSc1ccc2nnc(-c3cccnc3)n2n1)NCC1CCCO1 (stereo not drawn) | 9.9%
COc1ccc(OCc2nnc(SCc3ccc(C(=O)O)cc3)o2)cc1 | 2.6%
CC(C)(C)C1CCC(=NNC(=O)CN(c2ccccc2)S(=O)(=O)c2ccccc2[N+](=O)[O-])CC1 (stereo not drawn) | 9.4%
CCCCC(CC)C(=O)NCC(C)NC(=O)C(CC)CCCC (stereo not drawn) | 0.2%
COc1ccccc1CNC(=O)C/C(C)=N/NC(=O)COc1ccc(C)cc1Br | -16.8%
Cc1cc(N/N=C/c2ccccc2F)nc(NCc2ccccc2)n1 | -0.7%[57.5 µM]
Cc1nc(-c2ccc(S(=O)(=O)Oc3ccccc3Cl)s2)cs1 | ?
COc1ccc(NC2CC(=O)N(CCc3ccccc3)C2=O)cc1 (stereo not drawn) | 1.5%
CCN(CCn1cccn1)Cc1c(C(=O)N2C[C@@H](C)O[C@@H](C)C2)nc2ccc(Cl)cn12 | 3.3%

# (further entries)
SMILES | ERK EGF inh
CC(C)CNC(=O)COC(=O)Cc1ccc(Cl)cc1 | 2.1%
CN(Cc1ccccc1)c1ncnc(N)c1[N+](=O)[O-] | -3.5%
O=C(Nc1ccc(O)c2c(=O)cc(-c3ccccc3Cl)oc12)c1cccs1 | -9.7%[57.5 µM]
COc1ccc(/C(C)=N/NC(=O)c2ccccc2N)cc1 | -17.8%
Cc1cc(C(=O)Nc2cccnc2)no1 | 5.4%
O=C(O)c1ccc(COc2ccccc2/C=C2\NC(=O)N(Cc3ccccc3)C2=O)cc1 | -4.2%
O=C(CCc1ccccc1)NNC(=O)Cc1ccccc1 | -1.2%
COC(=O)Nc1nnc(-c2ccco2)s1 | 1.0%[57.5 µM]
COc1cc(SC)ccc1C(=O)NCCOc1ccc(Cl)cc1 | 0.2%
Cn1c(-c2ccccc2O)cc2ccccc21 | 4.9%
COc1cc(NC(=O)CSc2nc3c(c(=O)[nH]2)CCCC3)cc(OC)c1OC | -5.7%
CN1CCN(C(=O)NCC23CC4CC(CC(C4)C2)C3)CC1 | -4.6%
COc1ccc(C(=O)NCc2ccc(C(=O)NCC(OC)OC)cc2)cc1OC | 5.9%
C[C@@H]1[C@H](C)CC[C@@]2(C(=O)O)CC[C@]3(C)C(=CC[C@H]4[C@@]5(C)CC[C@@H](O)C(C)(C)[C@@H]5CC[C@@]43C)[C@@H]12 | -7.5%[25.7 µM]
Cc1ccc(Nc2ccc(N)cc2S(=O)(=O)O)cc1 | 7.3%[57.5 µM]
O=C(O)CNC(=O)CCCn1nnc2ccccc2c1=O | 2.4%[57.5 µM]
Cc1cc(C(=O)Nn2c(C3CCCCC3)nc3ccccc3c2=O)ccc1[N+](=O)[O-] | 4.6%
COc1ccc(NC(=O)c2cc(S(=O)(=O)N(C)C)ccc2N2CCCC2)cc1Cl | -13.4%
O=C1Nc2ccccc2N(O)N1c1ccc(Cl)c(Cl)c1 | -0.8%
O=C(O)COCC(=O)NCc1csc2ccc(Cl)cc12 | 23.3%[57.5 µM]
Cc1cc(C(=O)COC(=O)c2ccc(O)cc2)c(C)n1CC1CCCO1 (stereo not drawn) | 2.6%
O=C(COc1ccccc1[N+](=O)[O-])Nc1ccc(NC(=O)c2cc3ccccc3o2)cc1 | 14.4%
C/C=C(/C)C(=O)OC1C(OC(C)=O)[C@@]2(CO)C(O)C[C@@]3(C)C(=CCC4[C@@]5(C)CCC(OC6OC(C(=O)O)[C@@H](O[C@@H]7OC(CO)C(O)C(O)C7O)C(O)[C@H]6O[C@@H]6OC(CO)C(O)C(O)C6O)[C@](C)(CO)C5CC[C@@]43C)C2CC1(C)C (stereo partly drawn) | 6.5%
Cc1ccc(/C=N/NC(=O)CN2C(=O)CSc3ccccc32)o1 | 10.0%[57.5 µM]
CCC(CO)NC1=C([N+](=O)[O-])C(=O)CC(C)(C)C1 (stereo not drawn) | -1.3%
Cc1cccnc1NC(=O)COc1ccc2oc3c(c2c1)CCCC3 | -7.7%
CCC(=O)N1CCCc2ccccc21 | -0.3%[57.5 µM]
COc1ccc([N+](=O)[O-])cc1/C=N/Nc1nn[nH]n1 | -7.4%
Cc1ccsc1CNC12CC3CC(CC(C3)C1)C2 | -8.5%
COC(=O)Cc1csc(Nc2ccc(F)c(Cl)c2)n1 | -0.5%
CCOC(=O)CSc1nnc(CNc2cccc(Cl)c2)n1C | -5.4%
O=C1/C(=C/c2ccccn2)SC(=S)N1CCc1ccccc1 | ?
CC(=O)c1ccc(NC(=O)CNCC(c2ccccc2)N(C)C)cc1 (stereo not drawn) | 2.8%

# High-throughput results (PubChem BioAssay)
